Screens from PubChem.
All columns: NCI-60 one-dose screen, growth in % after 48 h at 10 µM unless noted; 100 = growth as untreated, 0 = no growth, -100 = all killed.
HL-60(TB) = HL-60(TB) leukemia cells. AID 1794776. hit rate 9% among 78,000; active = growth percent below 10
* marks the source's active call; other numbers are inactive results; [ ] = dose if it differs, or a comment. These rows are one share of the data; rates above refer to the full screens.

Sample of the layout:
SMILES	HL-60(TB)
CC(C)(C)Nc1c(-c2ccc(-c3ccccc3)cc2)nc2ncccn12	57.7
Cc1nc(N)ncc1-c1ccc2ncnc(N3CCc4cc(F)c(Cl)cc43)c2c1	46.6
CCCCCCCCCCOC(=O)c1ccc(Cl)cc1	101.8
COc1ccc(/C=C2/C(=O)N(c3ccccc3)N=C2N)cc1	102.9
O=C(NNc1nc2cc(F)cc(F)c2n2cccc12)c1ncccn1	-2.9*
COc1cc(C(=O)N(C)C2CCCCC2)cc(OC)c1OC	114.7
CCCCCCCCCCCCCC(=O)OCC	112.0

The whole of this part (from the top)
SMILES	HL-60(TB)
CC(C)(C)Nc1c(-c2ccc(-c3ccccc3)cc2)nc2ncccn12	57.7
Cc1nc(N)ncc1-c1ccc2ncnc(N3CCc4cc(F)c(Cl)cc43)c2c1	46.6
CCCCCCCCCCOC(=O)c1ccc(Cl)cc1	101.8
COc1ccc(/C=C2/C(=O)N(c3ccccc3)N=C2N)cc1	102.9
O=C(NNc1nc2cc(F)cc(F)c2n2cccc12)c1ncccn1	-2.9*
COc1cc(C(=O)N(C)C2CCCCC2)cc(OC)c1OC	114.7
CCCCCCCCCCCCCC(=O)OCC	112.0
CC1(C)C(C(=O)c2cn(CCCCCO)c3ccccc23)C1(C)C	82.3
COc1cc(C2NC(=O)NC(C)=C2C(=O)OC(C)C)ccc1OCc1ccccc1 (stereo unspecified)	86.9
c1c2c(cc3c1CCCC3)CCCC2	101.4
COCC(=O)N[C@@H](Cc1ccc(-c2cc(Cl)cc(Cl)c2)cc1)[C@H](O)[C@@H](O)C(=O)O	94.2
COc1cc2c(c(OC)c1OC)C1(NCC2)C(=O)N(Cc2ccc(F)cc2)c2ccccc21 (stereo unspecified)	96.8
CCOC(=O)CNC(=O)CN(Cc1ccccc1)C(=O)[C@@]1(C)CCC[C@]2(C)[C@H]3C[C@H]4C(C(C)C)=C[C@]3(CC[C@H]21)[C@@H]1C(=O)OC(=O)[C@@H]14	9.5*
CNC1(C#N)CCCCC1	81.3
O=S(=O)(Nc1nccs1)c1ccc(Nc2nc(O)c(/C=C3\C=Nc4ccccc43)s2)cc1	93.8
CC(NCCN)c1ccccc1 (stereo unspecified)	103.6
Cc1nn(-c2ccccc2)c2nc3nc(-c4ccncc4)nc(N)c3c(-c3ccc(Cl)cc3)c12	105.9
Nc1c(C(=O)Nc2ccccc2)sc2nc3c(cc12)C(=O)CCC3	19.4
Cc1ccccc1-n1nnc(C(=O)Nc2ccc(-c3ccccc3)cn2)c1C	28.8[50 µM]
Nc1nc(Nc2ccc(Cl)cc2SSc2cc(Cl)ccc2Nc2nc(N)nc(C(Cl)(Cl)Cl)n2)nc(C(Cl)(Cl)Cl)n1	101.0
O=[N+]([O-])c1ccc(OCCCOc2ccc([N+](=O)[O-])cc2)cc1	40.6
Cc1ccc2cccnc2c1NCCCCCNC(C)C	115.2
CC1NC(=S)NC(c2cccs2)=C1C(=O)/C=C/Nc1nccs1 (stereo unspecified)	77.3
O=c1onc(-c2ccccc2)c2ccccc12	86.8
CCN(CC)CCN1C(=O)c2c(c3c4ccccc4[nH]c3c3[nH]c4ccccc4c23)C1=O	98.7
Later entries:
SMILES	HL-60(TB)
O=C(O)c1cn(C2CC2)c2cc(N3CCN(Cn4nc(-c5ccccn5)n(-c5ccccc5)c4=S)CC3)c(F)cc2c1=O	101.9
CCOC(=O)CC(=O)c1ccc(OC)cc1	95.2
CCCCc1nc(Cl)c(C2CC(c3ccc(S(N)(=O)=O)cc3)=NN2c2cc(Cl)cc(Cl)c2)[nH]1 (stereo unspecified)	9.7*
O=C(C[n+]1ccccc1)c1ccc2ccccc2c1O	68.4
CN1CCN(Cc2ccc(NC(=O)c3cncc(C#Cc4ncc5ncccn45)c3)cc2C(F)(F)F)CC1	153.8
CCOC(=O)c1cc(C(=O)c2ccc(OC)c(OC)c2)n2c1ccc1c3ccccc3ccc12	102.1
CCCCN1CCCC[C@@H]1C(=O)N[C@H](C(=O)N(C)[C@H](CCc1nc(C(=O)N[C@@H](Cc2ccccc2)C[C@H](C)C(=O)OC)cs1)C(C)C)C(C)C	5.1*
CC(c1ccccc1)n1ccnc1CO (stereo unspecified)	101.5
CSc1cccc(NC(=O)Nc2ccccc2C(N)=O)c1	111.3
COc1ccc(-c2nnc(SCC(=O)N3CCN(c4cc5c(cc4F)c(=O)c(C(=O)O)cn5C4CC4)CC3)n2-c2ccccc2)cc1	73.7
Cc1cc(C)c(/C=C(\C#N)c2nc3ccccc3s2)[nH]1	71.8
CCN(CC)c1ccc(/C=N/NC(=O)c2ccc(NS(C)(=O)=O)cc2)cc1	3.2*
COc1ccc(/C=N/NC(=O)Cc2csc3nc(-c4ccc(Cl)cc4)cn23)c(OC)c1	88.0
COc1ccc(/C(=C\c2cc(OC)c(OC)c(OC)c2)C(=O)N2CCN(c3ccccc3)CC2)cc1	95.7
CN(C)CCN1C(=O)NC(c2ccccc2)(c2ccccc2)C1=O	115.6
S=C(NCCc1ccccc1)Nc1ccc(OCc2nc3ccccc3[nH]2)cc1	100.3
COC(=O)[C@H](C)NC(=O)[C@@H]1CCCN1C(=O)CNC(=O)[C@H](C)N	103.6
CC(C)c1nc2ccccc2n1CC(=O)NN	63.9
Nc1nc(N)c2nc3c(nc2n1)CCCCCCCCCC3	33.4
COc1c(O)cc2oc3cc(O[C@H]4OC[C@H](O)C(O)C4O)c(CC=C(C)C)c(O)c3c(=O)c2c1CC=C(C)C (stereo partly specified)	95.0
O=C(Nc1cccc(-n2ccc3c(NC(=O)c4ccccc4)ncnc32)c1)Nc1ccc(Cl)c(C(F)(F)F)c1	-1.9*
Cc1ccc(NS(=O)(=O)Cc2ccccc2)cc1	74.4
CC(=O)c1cc2c(cc1F)C(C)(C)CCC2(C)C	86.3
CC1(C)N=C(N)N=C(N)N1c1ccc(CCCC(=O)Nc2ccc(S(=O)(=O)F)cc2)cc1	29.6
CCCCCC1(C(OC)OC)NC(=O)NC1=O (stereo unspecified)	91.7

Random excerpt: five records from the list.
SMILES	HL-60(TB)
CN1CCN(Cc2ccc(NC(=O)c3cncc(C#Cc4ncc5ncccn45)c3)cc2C(F)(F)F)CC1	153.8
COc1ccc(-c2nnc(SCC(=O)N3CCN(c4cc5c(cc4F)c(=O)c(C(=O)O)cn5C4CC4)CC3)n2-c2ccccc2)cc1	73.7
CCN(CC)c1ccc(/C=N/NC(=O)c2ccc(NS(C)(=O)=O)cc2)cc1	3.2*
COc1c(O)cc2oc3cc(O[C@H]4OC[C@H](O)C(O)C4O)c(CC=C(C)C)c(O)c3c(=O)c2c1CC=C(C)C (stereo partly specified)	95.0
Cc1cc(C)c(/C=C(\C#N)c2nc3ccccc3s2)[nH]1	71.8

Continued:
SMILES	HL-60(TB)
Cc1cc(=O)oc2cc(OCCCOc3ccc(/C=C/C(=O)Nc4ccc(F)c(Cl)c4)cc3)ccc12	94.9
O=c1c2ccccc2nc2n1CCc1c-2[nH]c2c(Cl)c(Cl)ccc12	86.8
CC(=O)c1c(N)c(C#N)cn1-c1ccc(Cl)cc1Cl	101.7
CC(C)c1nc2ccccc2n1Cc1n[nH]c(=S)o1	89.0
CCCCN(CCCC)C1CCCC(OC(=O)NC)C1 (stereo unspecified)	101.7
CSc1nc(NC=O)cc(=O)[nH]1	89.0
COC(=N)c1ncc(-c2ccc(C(F)(F)F)cc2)c(N[C@@H]2C[C@H]3CC[C@@H]2C3)n1	84.5
O=C1Nc2ccccc2C1=Nc1ccc(O)cc1	94.4
NS(=O)(=O)c1ccc(Nc2nc(N3CCOCC3)c3ncccc3n2)cc1	112.5
CCOC(=O)C(=Cc1c(-c2ccccc2)[nH]c2ccccc12)C(=O)OCC	-52.0*
CC(C)CS(=O)(=O)c1ncnc2nc[nH]c12	92.9
C[C@H]1[C@H](/C=C/c2ccccc2)[C@@H]1CCO	101.3
Cc1cc(NCCCCNc2ccnc3cc(Cl)ccc23)nc(Nc2ccc(C(=O)N3CCCC3)cc2)n1	14.7
O=C1NC(=O)C(=Cc2ccncc2)C(=O)N1	99.7
CCOC(=O)c1ccc(N(C=O)CCC(=O)O)cc1	41.8
O=C(CSc1nnc(-c2ccc(-c3nc4ccccc4[nH]3)cc2)o1)Nc1ccc(C(=O)/C=C/c2ccc(Cl)cc2)cc1	97.3
NC(N)=Nc1ccc(N)cc1	104.3
CC(C)OC(=O)CO	83.5
CCc1ccc(S(N)(=O)=O)cc1	112.0
COc1ccc(-c2nnc(COc3ccc(NC(=O)Nc4cc(C(F)(F)F)cc(C(F)(F)F)c4)cc3F)o2)cc1	-17.2*
Cc1nc2ccc([N+](=O)[O-])cc2[nH]1	86.8
C[n+]1cccc(C(=O)NO)c1	112.2
O=C1/C(=C/c2ccccc2)CN(C(=O)CCN2CCC(=NO)CC2)C/C1=C\c1ccccc1	5.0*
COc1cccc(-c2nn(-c3ccccc3)cc2-c2ccnc(NCCCO)c2)c1	-7.9*
Cc1ccc2c(c1)sc(C)[n+]2CCO	127.6
(listing goes on)
SMILES	HL-60(TB)
C=C1C(=O)O[C@H]2[C@H]1CC/C(CNS(=O)(=O)c1ccc3ccccc3c1)=C\CC[C@@]1(C)O[C@@H]21	-48.4*
Cn1c(=O)[nH]c(=O)c2nc(CC(O)c3ccccc3)c(=O)[nH]c21 (stereo unspecified)	96.9
COc1ccc(/C=N/n2c(COc3ccccc3)nc3ccccc3c2=O)cc1OC	99.5
O=c1c2cc(F)ccc2sc2c(NCCN3CCCC3)nc3ccccc3c12	91.9
CN(C)C=Nc1ccc([N+](=O)[O-])c2ccccc12	89.6
O=C(CN1CCN(Cc2ccc([N+](=O)[O-])cc2)CC1)Nc1nc(-c2cc3ccccc3oc2=O)cs1	149.4
C=C(C)[C@@H]1CC[C@]2(C(=O)OC)CC[C@]3(C)[C@H](CC[C@@H]4[C@@]5(C)C/C(=C/c6cccc([N+](=O)[O-])c6)C(=O)C(C)(C)[C@@H]5CC[C@]43C)[C@@H]12	101.4
N#CC1=C(N)Oc2c(c(=O)[nH]c3ccccc23)C12C(=O)c1ccccc1C2=O	96.6
C=C[C@H]1CN2CC[C@H]1C[C@H]2[C@H](O)c1ccnc2ccccc12	106.7
COc1ccccc1Oc1ccc(N=Cc2ccc(C)cc2)cc1	94.8
Clc1ccccc1/C=C/C=C1c2ccccc2-c2ccccc21	91.1
Cc1nc2ccc(C(F)(F)F)cn2c1C(=O)NC1CCCCCC1	101.6
COc1ccc(Cc2nnc(SCC(=O)c3ccc(Cl)cc3)n2Cc2ccccc2)cc1	100.0
C=C[C@@H]1CCC/C=C/[C@@H]2C[C@H](O)C[C@H]2[C@H](O)/C=C/C(=O)O1	8.2*
CCN(CC)CC(O)c1cc(-c2ccc(Cl)cc2)nc2c(C)c(Cl)ccc12 (stereo unspecified)	-71.5*
O=C(Nc1cccc(Cl)c1)c1cc2ccccc2cc1O	-13.6*
CCOC(=O)C1=C(C)NC(C)=C(C(=O)OC(C)C)C1c1cccc(C#N)c1 (stereo unspecified)	93.1
O=C(N/N=C\c1ccc(Cl)cc1)c1ccc2nc(-c3ccc(Cl)cc3)[nH]c2c1	94.0
CN1CCc2cc3c(c4c2C1(C)C(=O)c1ccccc1-4)OCO3 (stereo unspecified)	85.0
CC[N+](C)(C)N	103.2
Clc1ccc(C(NC2CC3CCC2C3)c2ccccc2)cc1 (stereo unspecified)	102.5
Cc1c(N=Cc2ccc(/C=C3/SC(=O)NC3=O)cc2)c(=O)n(-c2ccccc2)n1C	101.3
N#Cc1c(-c2ccc(Cl)cc2)nc2c(C#N)c(Nc3ccccc3)nn2c1N	106.3
Cc1c(Cl)cccc1NC(=S)NC(=O)/C=C/c1ccccc1	96.1
Cc1ccc(C(=O)CN2C=NC3C(N4CCOCC4)=NC=NC32)cc1 (stereo unspecified)	99.8
Remaining list, next part.
SMILES	HL-60(TB)
Cc1ccc(NC(=O)Cn2nncc2CN2C(=O)CSC2=O)c(C)c1	105.8
Cc1ccc([C@H]2c3[nH]c4ccccc4c3C[C@H]3C(=O)N(CCCCCCC(=O)NO)CC(=O)N23)s1	50.1
Fc1cccc(-c2cnn3cc(-c4ccccc4)cnc23)c1F	97.4
CCCCN(CCCC)C(=O)C(Cl)Cl	99.8
COc1ccc(-c2cc(-c3cccnc3)nc3oc(C(=O)c4ccc(Cl)cc4)c(N)c23)cc1OC	107.2
COc1cc(F)c(F)c(Nc2ccc(I)cc2F)c1NS(=O)(=O)C1(C[C@H](O)CO)CC1	23.9
Clc1ccnc(Cl)n1	92.1
CC(=O)Oc1ccc(S(=O)(=O)c2ccc(OC(C)=O)c(C)c2)cc1C	107.2
Nc1[nH]nc2nc(-c3ccccc3)n3c4ccccc4nc3c12	97.5
CC(C)(O)c1ccccc1-c1ccccc1	87.4
S=C(NNc1ccc(-c2ccccc2)nn1)Nc1ccccc1	99.9
COC(=O)CCCCCCCCCCC(=O)c1ccccc1	94.9
CC(=O)Nc1ccc2c(c1)C(=O)c1ccccc1C2=O	87.1
CCCCn1sc(=O)n(Cc2ccc(CNC(=O)C(C)c3ccc(CC(C)C)cc3)cc2)c1=O (stereo unspecified)	88.5
Cc1c2c(c(C#N)c(=O)n1Cc1ccccc1)CCCC2	95.3
CC(C)(C)OC(=O)Nc1ccc(-c2ccc3nnnn3c2)cc1	57.9
O=C(CN/N=C/c1ccc(Cl)cc1)n1nnnc1-c1ccccc1	90.1
C=CC(=O)NC(C)C	63.4
CCC(=N)C(c1ccccc1)(c1ccccc1)C(C)CN(C)C (stereo unspecified)	109.6
CCCCCCCCOC(=O)C(C)OC(=O)OCCOCCOC(=O)OC(C)C(=O)OCCCCCCCC (stereo unspecified)	107.6
C#CCN1CCCC(O)C1 (stereo unspecified)	68.0
O=C1/C(=C/c2ccc(F)cc2)Sc2c(Br)cccc21	103.1
N#Cc1c(-c2ccccc2)cc(-c2ccccc2)n(CCC(=O)O)c1=O	13.8
CCCC(=O)Nc1ccc(NS(C)(=O)=O)cc1OC	101.5
CCN(CC)c1ccc(/C=N/NC(=O)c2ccc(S(C)(=O)=O)cc2)cc1	98.7
Other entries.
SMILES	HL-60(TB)
CCC(C)c1ccccn1 (stereo unspecified)	79.6
c1cc2cccc3c2c(c1)c1sc2c4cccc5cccc(c54)c2c31	82.6
CC(=O)Nc1ccc(C(N)=S)cc1	86.7
Nc1nc(Nc2ccccc2SSc2ccccc2Nc2nc(N)nc(-c3ccccc3)n2)nc(-c2ccccc2)n1	62.1
Cc1ccc(S(=O)(=O)NN=C(c2ccccc2)c2ccccc2)cc1	104.5
CCN(CC)c1cc(N)c(Cc2c(N)cc(N(CC)CC)cc2Cl)c(Cl)c1	-8.3*
CCN(CC)C(=O)c1ccncc1	97.5
